MrgX1 ag – human MrgX1 receptor agonism, primary screen; Q96LB2; MrgX1-HEK293 cells, Fluo-4 calcium fluorescence, agonist mode; hits give high values; B-score at 10 µM; 310,000 compounds, 0.44% hits; AID 588627;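 active = calcium response B-score plate-corrected fluorescence ratio at least 3 library SD, with starting fluorescence B-score inside 5 SD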
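Material: MrgX1-expressing HEK293 cells / Dosing: compound as first of three additions / Incubation: overnight seeding, then 1 h dark dye loading / Signal: Fluo-4 NW calcium fluorescence / Evaluation: B-scored fluorescence response ratio / Benchmarks: positive and negative control wells on each plate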
MrgX1 antagonist – antagonists of human MrgX1 receptor. MRGX1-HEK293 calcium flux, Fluo-4, BAM8-22 antagonism; hits give low values. B-score at 10 µM. 310,000 compounds, 1.3% hits. AID 588676;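 active = calcium-response B-score plate-corrected more than 3 library SD below zero, starting fluorescence within 5 deviations, no agonist response on first addition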;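 note: peak minus trough fluorescence over baseline after final BAM8-22 challenge near maximal dose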
ANO1 activ – mouse TMEM16A channel activation, primary screen; HEK293 TMEM16A/YFP-H148Q/I152L, iodide quench fluorescence; hits give low values; B-score at 10 µM; 340,000 compounds, 0.3% hits; AID 623877;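 active = fluorescence-ratio B-score plate-corrected deviation score at least 3 library SD below zero, with starting fluorescence score within 5 deviations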;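 note: channel opened by trigger with iodide after compound preincubation; score built on the fluorescence ratio of max minus min over baseline; more negative score means more quench and so TMEM16A activation or potentiation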
Target sequence (Q8BHY3 whole entry, looked up): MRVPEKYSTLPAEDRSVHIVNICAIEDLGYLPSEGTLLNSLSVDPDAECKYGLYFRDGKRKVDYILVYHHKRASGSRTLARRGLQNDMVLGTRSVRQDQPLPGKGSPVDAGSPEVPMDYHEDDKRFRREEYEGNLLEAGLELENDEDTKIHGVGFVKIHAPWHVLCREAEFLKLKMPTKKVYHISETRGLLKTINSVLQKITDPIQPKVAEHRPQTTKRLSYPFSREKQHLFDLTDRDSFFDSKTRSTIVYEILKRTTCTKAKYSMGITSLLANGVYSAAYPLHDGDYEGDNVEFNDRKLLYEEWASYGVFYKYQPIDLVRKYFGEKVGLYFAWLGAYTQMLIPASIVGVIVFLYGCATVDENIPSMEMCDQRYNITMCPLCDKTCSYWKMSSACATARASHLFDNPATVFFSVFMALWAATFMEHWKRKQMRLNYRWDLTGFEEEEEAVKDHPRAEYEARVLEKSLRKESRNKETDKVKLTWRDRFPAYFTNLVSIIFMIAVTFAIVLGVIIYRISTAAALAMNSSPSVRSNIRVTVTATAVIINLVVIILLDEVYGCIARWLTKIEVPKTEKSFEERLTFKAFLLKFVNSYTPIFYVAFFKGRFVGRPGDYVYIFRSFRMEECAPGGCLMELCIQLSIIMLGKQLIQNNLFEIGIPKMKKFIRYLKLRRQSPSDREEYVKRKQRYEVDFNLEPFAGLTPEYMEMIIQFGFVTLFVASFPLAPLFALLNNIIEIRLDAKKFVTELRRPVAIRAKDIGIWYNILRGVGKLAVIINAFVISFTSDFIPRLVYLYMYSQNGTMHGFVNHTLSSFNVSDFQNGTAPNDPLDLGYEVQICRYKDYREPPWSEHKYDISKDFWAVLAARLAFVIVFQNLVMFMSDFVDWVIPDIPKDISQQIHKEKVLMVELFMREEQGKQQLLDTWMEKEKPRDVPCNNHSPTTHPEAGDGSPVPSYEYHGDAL
RGS4 act – potentiators or activators of RGS4; HEK293 M3R/inducible RGS4, carbachol calcium flux Fluo4; hits give low values; B-score at 10 µM; 310,000 compounds, 0.92% hits; AID 463111;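 active = B-score of the integrated calcium signal more than 4 SD below the library mean, with starting fluorescence not abnormally high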;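 note: negative B-score means reduced calcium response which marks RGS4 activation or potentiation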
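Detection: kinetic calcium fluorescence imaging with Fluo4-AM dye, 2 µM / Material: HEK293 cells with stable M3R and inducible RGS4 / Schedule: recording 10 s baseline at 1 Hz, 100 s post-agonist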
SKKanGAS inh – SKKanGAS growth inhibition; 300,000 compounds, 1.3% hits; S. pyogenes SKKanGAS, kanamycin growth, BacTiter-Glo, 6 h; inhibition, % at 7.5 µM;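 active = mean replicate score, as percent of positive control median, at least 50; inconclusive = mean below 50 but one replicate at or above 50; inactive = mean and every replicate below 50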;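 note: strain carries kanamycin resistance gene driven by streptokinase promoter and grows in 40 µg/ml kanamycin; loss of luminescence reflects streptokinase promoter inhibition or plain growth inhibition; 0% = median of DMSO wells and 100% = positive control at its reference dose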
RGS4 inh – inhibitors of human RGS4; P49798; HEK293 M3R/RGS4 inducible, Fluo-4 calcium flux; hits give high values; triggered by carbachol at its EC20; B-score at 10 µM; 310,000 compounds, 0.45% hits; AID 463165;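 active = B-score, a plate-corrected calcium signal, over three deviations above library mean, with baseline fluorescence within five deviations of library mean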;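 note: RGS4 expression induced by doxycycline in cells with stable M3 receptor; B-score is computed from the integrated fluorescence ratio over baseline after carbachol; higher B-score means a larger calcium signal and so more RGS4 inhibition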
MrgX1 PAM – human MrgX1 positive allosteric modulation, primary screen; MrgX1-HEK293, Fluo-4 calcium flux, FDSS; hits give high values; Q96LB2; B-score at 10 µM; AID 588675; 310,000 compounds, 0.63% hits;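 active = plate-corrected calcium response at least 3 library SD above typical, normal starting fluorescence, not activating the receptor alone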;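 note: compound read alongside a low EC10 to EC30 dose of BAM8-22 agonist; peak minus trough fluorescence over baseline measured at the second addition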
TRPC6 inh – blocks the mouse TRPC6 cation channel; Q61143; HEK293-TRPC6, membrane potential dye, ACh-evoked depolarization; hits give low values; B-score at 10 µM; 310,000 compounds, 1.1% hits; AID 2553;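 active = B-score under library mean minus 3 SD, initial fluorescence not abnormally high, positive integrated signal ratio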;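 note: B-score derived from integrated fluorescence ratio over the kinetic read; more negative B-score means stronger inhibition of depolarization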
HDAC3 inh – human HDAC3 inhibition. inhibition, % at 8.3 µM. 320,000 compounds, 0.15% hits. AID 2718. recombinant HDAC3, fluorogenic peptide/trypsin coupled, fluorescence; in the data active = inhibition above about 26%, passing the limit was not always enough; inconclusive = no clear call, values can overlap the other calls
TMEM16A inh – mouse TMEM16A channel inhibition, primary screen; HEK293 TMEM16A/YFP iodide influx fluorescence, ionomycin; normalized B-score (activity score, 25-100; higher = stronger inhibition) at 10 µM; Q8BHY3; 310,000 compounds, 1.2% hits;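 active = ratio plate-corrected score three or more library SD toward inhibition, starting fluorescence score within five deviations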;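 note: score derived from kinetic fluorescence span divided by baseline fluorescence per well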
TRPC6 activator – activators of mouse TRPC6 channel | Q61143 | B-score at 10 µM | HEK293-TRPC6 membrane potential dye fluorescence; hits give high values | 310,000 compounds, 0.13% hits;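 active = B-score of the integrated fluorescence ratio above library mean plus 3 SD, and starting fluorescence ratio within library mean plus 5 SD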;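 note: higher score means more depolarization so channel activation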
Active calls of the source: *; i = inactive; ? = inconclusive; . = no result given.

SMILES	MrgX1 ag	MrgX1 antagonist	ANO1 activ	RGS4 act	SKKanGAS inh	RGS4 inh	MrgX1 PAM	TRPC6 inh	HDAC3 inh	TMEM16A inh	TRPC6 activator
CC1(c2ccc(OCC(N)=O)cc2)NC(=O)NC1=O (stereo unspecified)	i	i	i	i	-1	i	i	i	0	i	i
O=C(Nc1ccc2c(c1)oc1ccccc12)N1CCOCC1	i	i	i	i	-3	i	i	i	8	i	i
CCN1CC(CN(C)Cc2nc(-c3cccs3)no2)CC1=O (stereo unspecified)	i	i	i	i	-5	i	i	i	2	i	i
CCN1CCN(Cc2nc3c(c(=O)n(C)c(=O)n3C)n2C(C)C(C)=O)CC1 (stereo unspecified)	i	i	i	i	-2	i	i	i	7	i	i
COC(=O)c1ccccc1S(=O)(=O)N1Cc2cc([N+](=O)[O-])ccc2Oc2ccccc21	i	i	i	i	12	i	i	i	-1	i	i
O=C(O)CN1CCNCC1	.	.	.	i	-11	i	.	i	.	.	i
Cc1ccccc1Cc1c(C)nc2c(C(=O)N3CCN(Cc4ccc5c(c4)OCO5)CC3)cnn2c1C	i	i	i	i	-4	i	i	i	-5	i	i
COc1ccc(CC(=O)N2CCN(c3ccccn3)CC2)cc1	i	i	i	i	-1	i	i	i	7	i	i
COc1ccc(C2/C(=C(/O)c3ccc4c(c3)CC(C)O4)C(=O)C(=O)N2Cc2cccnc2)cc1 (stereo unspecified)	i	i	i	i	4	i	i	i	15	i	i
Cc1cc(C)c2oc(=O)cc(CN3CCN(Cc4ccc5c(c4)OCO5)CC3)c2c1	.	.	i	i	2	i	.	i	.	.	i
CSc1n[nH]c(NCc2ccccc2)n1	i	i	i	i	-1	i	i	i	1	i	i
COc1cccc(C(c2sc3nc(C)nn3c2O)N2CCN(c3ccccc3F)CC2)c1 (stereo unspecified)	i	i	i	i	-5	i	i	i	7	i	i
COc1ccc(C2CC3(O)NC(=O)C(C#N)(C3C)C2(C#N)C#N)cc1 (stereo unspecified)	i	i	i	i	-8	i	i	i	.	i	i
O=C1c2ccccc2-c2onc3ccc(NCCCn4ccnc4)c1c23	i	i	.	i	8	i	i	i	5	i	i
O=C(CSc1nc(=O)n2ccccc2n1)OCc1ccccc1	i	i	i	i	-8	i	i	i	-3	i	i
Cc1sc2nc[nH]c(=O)c2c1-c1ccc(F)cc1	i	i	i	i	11	i	i	i	-4	i	i
Cc1cccc([C@@H]2[C@@H]3C(=O)N(Cc4ccccc4)C(=O)[C@@H]3[C@]3(CC(C)C)C(=O)N(c4cccc(Cl)c4)C(=O)N23)c1	i	i	i	i	2	i	i	i	-2	i	i
Cn1c(Cl)c(/C=N/OC(=O)C2CC2)c2ccccc21	i	i	i	i	12	i	i	i	0	i	i
COc1ccc(NC(=O)COC(=O)c2cc(OC)c(OC)c(OC)c2)c([N+](=O)[O-])c1	i	i	i	i	-4	i	i	i	.	i	i
COc1ccc(C(=O)N2CCC(n3nccc3NC(=O)C3CCOC3)CC2)cc1 (stereo unspecified)	i	i	i	i	-26	i	i	i	-7	i	i
Cc1cc(C)c2c(N)c(-c3nnc(SCc4ccc(Cl)cc4)n3C)sc2n1	i	i	i	i	23	i	i	i	-10	i	i
CCN(CC)CCCNC(=O)CSc1c2c(nc3cc(Cl)ccc13)CCCC2	i	i	i	-7.2*	-5	i	i	i	9	i	i
NC(=O)C1(N2CCCCC2)CCN(C(=O)CSc2nc(C(F)(F)F)cc(=O)[nH]2)CC1	i	i	i	i	-3	i	i	i	8	i	i
CC(C)(C)c1nnc(NC(=O)NS(=O)(=O)c2ccccc2)s1	i	i	i	i	-4	i	i	i	-5	i	i
COc1ccc(Br)cc1C(=O)NC(=S)Nc1cc(-c2nc3ccccc3[nH]2)ccc1C	i	i	i	i	24	i	i	i	1	i	i
NCCCn1cnc2ccccc21	i	i	i	i	-23	i	i	i	0	i	i
CC(NC(=O)OC(C)(C)C)C(=O)Oc1cc2oc(=O)cc(-c3ccccc3)c2cc1Cl (stereo unspecified)	i	i	i	i	9	i	i	i	-32	i	i
COc1ccc(NC(=O)c2ccc3c(c2)OCO3)cc1Cl	i	i	i	i	-2	i	i	i	3	i	i
Cc1ccc(S(=O)(=O)NC(=O)Nc2ccc(F)c(F)c2)cc1	i	i	i	i	-7	i	i	i	-1	i	i
OCC[C@@H]1C[C@@H](O)[C@H](O)[C@@]2(OCCc3ccccc32)O1	i	i	i	i	10	i	i	i	5	i	i
CCOc1nc(-c2ccccc2)ccc1-c1noc(-c2cccnc2)n1	i	i	i	i	-7	i	i	i	4	i	i
CC(=O)N1CCN(c2ccc(NC(=O)c3ccco3)cc2)CC1	i	i	i	i	-2	i	i	i	-1	i	i
O=C(c1cc(-c2ccncc2)nc2ccc(Br)cc12)N1CCN(Cc2ccc3c(c2)OCO3)CC1	i	i	i	i	15	i	i	i	13	i	i
O=C(CSc1ncnc2scc(-c3ccccc3)c12)NC1CCS(=O)(=O)C1 (stereo unspecified)	i	i	i	i	-9	i	i	i	5	i	i
COc1ccc(C(=O)Nc2cccc(C)c2)cc1S(=O)(=O)N1CCOCC1	i	i	i	i	-10	i	i	i	9	i	i
CC1=NN(Cc2ccccc2)C(=O)C1C(c1ccncc1)C(C#N)C#N (stereo unspecified)	i	i	i	i	3	4.8*	i	i	0	i	i
CC12CCC(=O)N1C(C(=O)NNC(=O)COc1cccc(C(F)(F)F)c1)CS2 (stereo unspecified)	i	i	i	i	-2	i	i	i	3	i	i
Cn1nnc(NC(=S)NC(=O)c2cc(Cl)ccc2Cl)n1	i	i	i	i	1	i	i	i	6	i	i
O=C1CCc2cc(S(=O)(=O)NCc3ccccc3)cc3c2N1CC3	i	i	i	i	0	i	i	i	?	i	i
Cc1ccc(-n2c(SCC(=O)O)nc3c(sc(=S)n3-c3ccc(C)c(C)c3)c2=O)cc1	i	i	i	i	10	i	i	i	7	i	i
O=C(N/C(=C/C=C/c1ccccc1)C(=O)N1CCOCC1)c1ccccc1Br	i	i	i	i	3	i	i	i	9	i	i
C/C(=N\NC(=O)c1ccccc1O)c1cccc(NC(=O)c2ccccc2)c1	i	i	i	i	22	i	i	i	-3	i	i
CCOc1cc(C(=O)NCCCn2ccnc2)cc(OCC)c1OCC	i	i	i	i	0	i	i	i	4	i	i
O=C1C=CC(=O)N1c1ccc(OC(F)F)cc1	i	i	i	.	.	.	i	.	-9	i	.
COc1ccc(OCc2nnc3n2N=C(c2ccc(C)cc2)CS3)cc1	i	i	i	i	4	i	i	i	1	i	i
CN(C)CCNCCCOc1ccccc1-c1ccccc1	i	i	.	i	-6	i	i	i	0	i	i
CCOC(=O)C1=NNC2(c3ccc(Cl)cc3)C(=O)N(c3ccc(C)cc3)C(=O)C12 (stereo unspecified)	i	i	i	i	-2	i	i	i	13	i	i
Cc1nc2ccccc2c(=O)n1Nc1cccc(Cl)c1	i	i	i	i	-3	i	i	i	6	i	i
OCCC1CN(Cc2ccc(F)cc2)CCN1CCCc1ccccc1 (stereo unspecified)	i	i	i	i	3	i	i	i	3	i	i
COc1ccc(-c2noc(Cc3ccccc3OC)n2)cc1	i	i	i	i	-3	i	i	i	-6	i	i
O=c1oc(Cl)c(Cl)c2ccccc12	i	i	i	.	.	.	i	.	-14	i	.
Cc1ccc(-n2c(-c3cnccn3)n[nH]c2=S)c(Br)c1	i	i	i	i	1	i	i	i	3	i	i
O=c1[nH]nc(SCc2nnc(-c3ccc([N+](=O)[O-])cc3)o2)n1C1CCCCC1	i	i	i	i	-6	i	i	i	3	i	i
COc1cccc(/C=C2/Sc3ccc(C(=O)NCCCN4CCCC4)cc3NC2=O)c1	i	i	i	i	-5	i	i	i	-2	i	i
O=C(CSC1=NC(=O)C(Cc2ccccc2)C(=O)N1)Nc1ncc(Br)cc1Br (stereo unspecified)	i	i	i	i	2	i	i	i	-1	i	i
COCCNC(=S)N=Nc1c(O)[nH]c2c(C)cc(C)cc12	i	i	i	i	-6	i	i	i	10	i	i
O=C(NCCc1ccccc1)C1CCCN1S(=O)(=O)c1ccccc1 (stereo unspecified)	i	i	i	i	-4	i	i	i	0	i	i
COc1cc(CN2CCN(Cc3ccc([N+](=O)[O-])cc3)CC2)c([N+](=O)[O-])cc1OC	i	i	i	i	-5	i	i	i	8	i	i
Cc1c(CC(=O)N[C@@H](C)C(=O)O)c(=O)oc2cc3c(cc12)CCC(C)(C)O3	i	i	i	i	-1	i	i	i	-91	i	i
Cc1ccc2c(c1)NC(=O)C(CC(=O)NC1CCCCC1C)O2 (stereo unspecified)	i	i	i	i	3	i	i	i	1	i	i
Next section.
SMILES	MrgX1 ag	MrgX1 antagonist	ANO1 activ	RGS4 act	SKKanGAS inh	RGS4 inh	MrgX1 PAM	TRPC6 inh	HDAC3 inh	TMEM16A inh	TRPC6 activator
Cc1ccc(O)c(NC(=O)c2ccc3c(c2)C(=O)N(Cc2ccco2)C3=O)c1	i	i	i	i	5	i	i	i	-2	i	i
COc1ccc(S(=O)(=O)N2CCN(Cc3ccccc3)CC2)cc1	i	i	i	i	-2	i	i	i	-3	i	i
Cc1cc(OC(C)C(=O)NCCCn2ccnc2)c2c(C)cc(=O)oc2c1 (stereo unspecified)	i	i	i	i	-1	i	i	i	-42	i	i
O=C(CSc1ncn[nH]1)NCCC(c1ccccc1)c1ccccc1	i	i	i	i	-1	i	i	i	9	i	i
COc1ccccc1C(=O)NCCC(=O)Nc1ccncc1	i	i	i	i	0	i	i	i	-4	i	i
COCCCNC(=S)N1CCN(c2nc(-c3ccccc3)cs2)CC1	i	i	i	i	5	i	i	i	-4	25*	i
NC(=S)N/N=C/c1ccc([N+](=O)[O-])cc1	i	i	i	i	0	i	i	i	4	i	i
CC(Cc1ccccn1)NC(=O)c1ccc(OC2CCN(Cc3ccccn3)CC2)cc1 (stereo unspecified)	i	i	i	i	-1	i	i	i	1	i	i
CCc1ccc(N2CC(C(=O)OCC(=O)NC3CCS(=O)(=O)C3)CC2=O)cc1 (stereo unspecified)	i	i	i	i	-4	i	i	i	-4	i	i
